SW480 rereplic – A quantitative high throughput screen for small molecules that induce DNA re-replication in SW480 colon adenocarcinoma cells; SW480 DNA re-replication, Hoechst DNA content imaging, 48 h; Potency, µM (series often up to 46.1 µM), for inactives: top-dose re-replication activation, actives largely listed as activators; 340,000 compounds, 1.8% hits; further: potency means the concentration at half of the fitted maximal effect; % of control where 0% means no effect; nearly all actives have a fitted effect of over 55% in size
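Image-based DNA-content assay: after two days of treatment, nuclei were labelled with the DNA dye Hoechst and imaged, and hits were compounds raising the count of nuclei showing high fluorescence intensity.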
GLP1R ag – qHTS of GLP-1 Receptor Agonists | Glucagon-like peptide 1 receptor (Homo sapiens), P43220 | AID 624172, 2012 | HEK293 GLP-1R CRE-luciferase, luminescence, 4-6 h; cells express a hypersensitive GLP-1R form | 380,000 compounds, 0.007% hits | Potency, µM (titrated, usually from 45.6 µM), for inactives: top-dose activation, most hits filed as activators; further: potency means the concentration at half of the fitted maximal effect; % of control where 0% means no effect
Target sequence (P43220 whole entry, looked up): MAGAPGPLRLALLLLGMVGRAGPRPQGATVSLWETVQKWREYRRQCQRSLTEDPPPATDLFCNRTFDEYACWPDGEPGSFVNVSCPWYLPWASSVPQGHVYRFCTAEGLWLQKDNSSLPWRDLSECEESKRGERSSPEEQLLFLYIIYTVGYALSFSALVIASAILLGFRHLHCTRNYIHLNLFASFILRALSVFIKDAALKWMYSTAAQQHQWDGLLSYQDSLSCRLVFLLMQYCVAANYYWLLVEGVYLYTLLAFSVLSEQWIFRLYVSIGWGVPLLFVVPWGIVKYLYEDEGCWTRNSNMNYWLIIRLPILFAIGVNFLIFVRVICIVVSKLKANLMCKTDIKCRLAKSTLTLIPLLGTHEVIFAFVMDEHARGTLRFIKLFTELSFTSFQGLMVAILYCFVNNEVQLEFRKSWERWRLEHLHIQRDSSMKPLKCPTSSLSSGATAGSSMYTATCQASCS
DRD3 agonist – qHTS of D3 Dopamine Receptor Agonist: qHTS; D3R DiscoveRx beta-arrestin cells, luminescence, 90 min; max activation, %; 410,000 compounds, 0.58% hits; AID 652048, 2013; in the data active means max activation above about 30%; further: 0% is about no effect; mostly tested at two doses, the higher about 12 µM
Target sequence (P35462 whole entry, looked up): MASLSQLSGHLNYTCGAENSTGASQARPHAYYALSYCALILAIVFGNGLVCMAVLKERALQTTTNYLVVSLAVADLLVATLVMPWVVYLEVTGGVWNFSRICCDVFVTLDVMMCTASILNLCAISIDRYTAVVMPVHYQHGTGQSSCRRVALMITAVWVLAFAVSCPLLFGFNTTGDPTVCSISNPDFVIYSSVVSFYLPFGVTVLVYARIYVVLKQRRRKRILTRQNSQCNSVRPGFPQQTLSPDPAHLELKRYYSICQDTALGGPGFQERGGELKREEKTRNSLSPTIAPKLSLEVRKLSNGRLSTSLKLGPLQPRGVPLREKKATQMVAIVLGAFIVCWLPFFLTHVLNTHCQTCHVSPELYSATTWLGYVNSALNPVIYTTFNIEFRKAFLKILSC
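Cells at 1500/well, incubated overnight, then treated with pinned compounds (dopamine as control) for 90 min at 37 degrees C. DiscoveRx reagent added for 30 - 60 minutes at room temperature; luminescence read.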
D3 antag – qHTS of D3 Dopamine Receptor Antagonist: qHTS; D(3) dopamine receptor (Homo sapiens), P35462; max response, negative = inhibition, %; D3R cells, DiscoveRx beta-arrestin luminescence, antagonist mode; hits give low values; 360,000 compounds, 2.5% hits; in the data active means max response below about -50%; inconclusive means no clear call, values can overlap the other calls; further: on the % scale 0 is the no-effect control and ±100 the full control effect; mostly tested at two doses, the higher about 12 µM
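Cells plated overnight at 1500 cells/well, then exposed to library compounds with dopamine controls for 90 minutes at 37 degrees C. DiscoveRx reagent added for 30–60 minutes at room temperature; luminescence read, quantitative HTS format.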
KB-V1 cytotox – qHTS assay for MDR1-selective chemotherapeutics: Primary screen using the drug-selected MDR subline cells KB-V1; 400,000 compounds, 3.4% hits; Potency, µM (highest dose often 46.1 µM), inactives show at the highest dose activity change, negative = cytotoxicity, hits mostly cytotoxic; AID 1347076, 2019; KB-V1 MDR cells viability, CellTiter-Glo, 72 h; further: potency means the concentration at half of the fitted maximal effect; on the % scale 0 is the no-effect control and ±100 the full control effect; nearly all actives have a fitted effect of over 60% in size
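Following 72 h at 37 degrees C with compound, KB-V1 cell viability was read by CellTiter-Glo luminescence, medium being phenol-red-free DMEM plus 10% FBS; concentration-response parameters came from normalized, curve-fitted qHTS data.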
IL1B secr inh – qHTS for Inhibitors of Inflammasome Signaling: IL-1-beta AlphaLISA Primary Screen | THP-1 LPS/ATP IL-1B secretion, AlphaLISA, 16 h; hits give low values | activity change, % at 57.5 µM | AID 743279, 2014 | 360,000 compounds, 4.7% hits; in the data active means activity change below about -50%; inconclusive means mostly about -30% to -49%; further: on the % scale 0 is the no-effect control and ±100 the full control effect
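Secreted IL-1B measured by AlphaLISA bead assay after 16 h compound exposure of THP-1 cells; compounds (final up to 57.5 uM) added 1 h before LPS (250 ng/mL) and ATP (1.25 mM) stimulation; lower signal means less secretion.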
HT1080 IDH1KD tx – qHTS for induction of synthetic lethality in tumor cells producing 2HG: qHTS for the HT-1080-IDH1KD cell line; HT-1080 IDH1 knockdown viability, ATP luminescence, 48 h; Potency, µM (titrated, usually from 46.1 µM), inactives show at the top dose activity, negative = toxicity, usual class: cytotoxic; 360,000 compounds, 2% hits;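 further: potency means the concentration at half of the fitted maximal effect; 0% = DMSO wells and -100% = cell-free medium wells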
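After a 2 h attachment period, IDH1KD HT-1080 cells took pin-transferred compound for 48 h at 37 °C; ATP-based luminescence after 10 min room-temperature reagent incubation reported viability.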
KB-3-1 tox – qHTS assay for MDR1-selective chemotherapeutics: Primary screen using the parental adenocarcinoma cell KB-3-1 | KB-3-1 viability, CellTiter-Glo ATP luminescence, 72 h | Potency, µM (series often up to 46.1 µM), for inactives: at the highest dose activity change, negative = cytotoxic, most hits filed as cytotoxic | 400,000 compounds, 1.4% hits | AID 1347075, 2019; further: potency means the concentration at half of the fitted maximal effect; on the % scale 0 is the no-effect control and ±100 the full control effect; nearly all actives have a fitted effect of over 60% in size
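Parental KB-3-1 viability, qHTS format: 72 h compound exposure, 37 °C; CellTiter-Glo; media-only wells and DMSO plates as controls; concentration-effect fits on corrected data.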
HT1080NT lethal – qHTS for induction of synthetic lethality in tumor cells producing 2HG: qHTS for the HT-1080-NT fibrosarcoma cell line | AID 686970, 2013 | HT-1080-NT fibrosarcoma viability, CellTiter-Glo ATP luminescence, 48 h | Potency, µM (titrated, usually from 46.1 µM), without a hit: at the highest dose activity, negative = less viability, most hits filed as cytotoxic | 360,000 compounds, 1.6% hits;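 further: NT is the 2HG producing partner of a matched IDH1 knockdown line; potency means the concentration at half of the fitted maximal effect; 0% = DMSO-treated cells and -100% = media-only wells without cells; nearly all actives have a fitted effect of over 55% in size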
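Fibrosarcoma NT cells, 750 per well in 5% FBS RPMI, were exposed to compound for 48 hours. Viability: CellTiter-Glo luminescence.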
The depositor's hits bear a star; i = inactive; ? = inconclusive; / = no result given; & = joins results of further samples; [ ] = remark or other dose. Unless noted, the call rests on the fitted dose curve; in most records, active means well fitted curve in the direction sought with a large enough effect; inconclusive means small, poorly fitted or top-dose-only effect, or another doubt; inactive means no such curve, though single readings can be large; an effect the other way counts as inactive or inconclusive.

SMILES	SW480 rereplic	GLP1R ag	DRD3 agonist	D3 antag	KB-V1 cytotox	IL1B secr inh	HT1080 IDH1KD tx	KB-3-1 tox	HT1080NT lethal
CCc1cccc(NC(=O)Nc2cn(C)c(=O)c3ccccc23)c1	/	1%	1	/	-19%	/	/	1%	/
COc1ccc(OC)c(NC(=O)N2CCc3ccccc3C2)c1	-7%	1%	-9	-15	5%	-1	0%	4%	9%
COc1ccc(NS(=O)(=O)c2ccc(NC(=S)NC(=O)C(C)C)cc2)cc1	7%	-1%	6	9	-12%	0	0%	-9%	-12%
c1cc(-c2cc3cc4c(cc3cn2)OCO4)cs1	-7%	19%	-4	-22	0%	27	1%	14%	5%
CC1CCCN(c2ccc(C(=O)Nc3cccnc3)cc2[N+](=O)[O-])C1 (stereo not given)	1%	15%	-15	-14	?	?	?	-5%	?
Cc1noc(C)c1-c1nc(CS(=O)(=O)c2ccc(F)cc2)no1	0%	16%	-2	11	-20%	19	-1%	-1%	0%
CCOc1ccc(NC(=O)c2ccc(NC(=O)Cc3n[nH]c(=O)c4ccccc34)cc2)cc1	-7%	-3%	6	-8	?	9	4%	23%	-1%
CCC(C(=O)Nc1ccc(C)cc1)c1ccccc1 (stereo not given)	2%	0%	-3	3	-2%	13	12%	4%	21%
O=C(NC1CC1)c1ccc2c3c(cccc13)CC2	-97%[inhibitor]	9%	4	-11	-30%	19	-6%	9%	7%
COc1ccc(N2CCN(C(=O)c3ccc4c(c3)CCN4S(=O)(=O)c3ccccc3)CC2)cc1	3%	9%	3&7	4	-14%&-2%	-7	?	?	?
O=C(NCc1ccccc1)c1cc2nc(C3CC3)cc(C(F)(F)F)n2n1	-2%	26%	2	36	23µM*	-8	1%	3%	22%
COc1ccc(C(=O)NCc2nnc(SCC(=O)Nc3ccccc3OC)n2C)cc1	-8%	-2%	3	3	?	62	21%	8%	0%
COc1ccc([N+](=O)[O-])c(OC)c1C(=O)NC(=O)Nc1c(F)c(F)c(F)c(F)c1F	1%	3%	1	29	4%	24	0%	-10%	-7%
O=C(CSc1nc(O)c(-c2ccccc2)c(=O)[nH]1)N1CCOCC1	2%	-6%	3	4	11%	13	-1%	-1%	13%
CC(C)CCN1C(=O)c2ccc(C(=O)Nc3cc(C(=O)O)cc(C(=O)O)c3)cc2C1=O	2%	-8%	6	16	?	8	18%	2%	17%
Cc1ccc(NC(=O)COC(=O)c2ccc3c(c2)OCCO3)cc1S(=O)(=O)N1CCOCC1	17%	6%	-3	4	6%	0	2%	14%	-8%
CC(C)C(=O)NC(C)C(c1cccs1)N1CCN(c2ccccc2)CC1 (stereo not given)	-5%	-25%	-2	2	13µM*	0	10%	2%	14%
CN(C(=O)C1CCCCN1S(=O)(=O)c1ccccc1)c1ccccc1 (stereo not given)	5%	13%	0	1	5%	12	6%	11%	-2%
C=CCn1c(SCC(=O)Nc2sc(C)c(C)c2C(=O)OCC)nnc1-c1sc(N)nc1C	14%	11%	6	69	?	-3	-18%	-7%	-22%
CCOc1ccc(CCNC(=O)COC(=O)C2CC2)cc1OCC	-2%	1%	11	2	40%	1	11%	7%	8%
CCN(CC(=O)Nc1ccc2c(c1)OCCO2)Cc1nc2cc(Cl)ccc2c(=O)[nH]1	-1%	-1%	4	48	21µM*	34	-10%	-14%	-10%
CSc1cccc(NC(=O)CN2C(=O)c3ccccc3S2(=O)=O)c1	-3%	-2%	-6	-12	18%	8	3%	17%	14%
O=C(NCCCN1CCOCC1)c1cc2c(=O)[nH]c3ccccc3c2s1	0%	0%	-11	3	0%	-50*	1%	-9%	0%
COc1ccc(N2CCN(C(=O)c3cc(S(=O)(=O)N4CCCCCC4)ccc3OC)CC2)cc1	?	3%	0	18	-11%	-9	3%	0%	0%
COc1ccccc1CN1CC(C(=O)NCCN(C)CCc2ccccc2)CCC1=O (stereo not given)	26%	-2%	-13	-27	-74%	-9	-1%	-17%	-8%
O=C(NC1CCCCC1)C1CC(=O)N(CCc2ccc(F)cc2)C1 (stereo not given)	-12%	1%	-9	-2	-1%	-9	19%	0%	17%
CCOc1ccccc1-c1nnc(SCC(=O)NC2(C#N)CCCC2)o1	-6%	13%	-14	-13	-20%	0	17%	21%	15%
COc1cc(/C=N/S(=O)(=O)CCc2ccccc2)ccc1O	2%	26%	-14	18	-4%	0	6%	2%	0%
CN(C)c1ccc(C(CNS(=O)(=O)c2ccc([N+](=O)[O-])cc2)N2CCOCC2)cc1 (stereo not given)	-35%	4%	-5	-6	1%	-16	6%	10%	11%
O=C(c1ccc2c3n(nc2c1)-c1ccccc1CO3)N1CCCCC1	-5%	4%	9	?	10µM*	-4	23µM*	9.2µM*	16µM*
Cc1nnc(SCc2cccc3ccccc23)n(N)c1=O	0%	1%	1	9	?	-10	20%	9%	0%
CC1(C)CC(=O)C=C(NCC(O)c2ccccc2)C1 (stereo not given)	?	-2%	8	-15	10%	-10	-3%	0%	-4%
CC(C)CC(OC(=O)c1ccco1)C(=O)NC1CCCC1 (stereo not given)	-8%	7%	-8	3	-5%	3	4%	0%	12%
CCOc1ccc(-c2nc(-c3ccc(OC)cc3)no2)cc1OCC	-10%	-5%	2	27	13µM*	?	7%	9%	9%
COc1ccc(C2CC(c3ccccc3)=NN2S(=O)(=O)c2ccccc2)cc1 (stereo not given)	?	-1%	5	31	-9%	0	-7%	0%	-4%
O=C(Nc1ccc(Br)cc1)c1ccc(F)c(S(=O)(=O)NCc2cccs2)c1	-3%	0%	-3	18	?	-55*	?	?	?
COc1ccc2c(CC(=O)Nc3ccc4nc(N5CCOCC5)sc4c3)coc2c1	/	23%	3	16	-15%	59	4%	?	3%
Cc1ccc(C(=O)NCC(=O)Nc2ccc(F)c(F)c2F)cc1	-4%	0%	-7	-8	13%	20	-2%	-15%	-1%
Cc1ccc(-n2nnc(-c3ccnc4ccccc34)n2)cc1	-49%[inhibitor]	7%	13	12	-7%	20	13%	6%	6%
CCOC(=O)C1(CCOC)CCN(Cc2ccc(C3CCCCO3)s2)CC1 (stereo not given)	-11%	9%	-12	17	?	53	-9%	-16%	-11%

Pulled by compound from the list above:
SMILES	SW480 rereplic	GLP1R ag	DRD3 agonist	D3 antag	KB-V1 cytotox	IL1B secr inh	HT1080 IDH1KD tx	KB-3-1 tox	HT1080NT lethal
CCOc1ccc(NC(=O)c2ccc(NC(=O)Cc3n[nH]c(=O)c4ccccc34)cc2)cc1	-7%	-3%	6	-8	?	9	4%	23%	-1%
O=C(NC1CCCCC1)C1CC(=O)N(CCc2ccc(F)cc2)C1 (stereo not given)	-12%	1%	-9	-2	-1%	-9	19%	0%	17%
Cc1nnc(SCc2cccc3ccccc23)n(N)c1=O	0%	1%	1	9	?	-10	20%	9%	0%
COc1ccc(NS(=O)(=O)c2ccc(NC(=S)NC(=O)C(C)C)cc2)cc1	7%	-1%	6	9	-12%	0	0%	-9%	-12%
CN(C)c1ccc(C(CNS(=O)(=O)c2ccc([N+](=O)[O-])cc2)N2CCOCC2)cc1 (stereo not given)	-35%	4%	-5	-6	1%	-16	6%	10%	11%
O=C(c1ccc2c3n(nc2c1)-c1ccccc1CO3)N1CCCCC1	-5%	4%	9	?	10µM*	-4	23µM*	9.2µM*	16µM*

(further entries)
SMILES	SW480 rereplic	GLP1R ag	DRD3 agonist	D3 antag	KB-V1 cytotox	IL1B secr inh	HT1080 IDH1KD tx	KB-3-1 tox	HT1080NT lethal
CCN(CC)CCn1c2c(c(SCC(=O)Nc3cc(C)ccc3C)nc1=O)CCC2	0%	-4%	3	12	9%	-10	1%	4%	2%
CCCNC(=O)c1ccc(N2CCC3(CC2)CC(c2cccc(Br)c2)=NO3)c(NC(=O)c2cccc(OC)c2)c1	-4%	-1%	4	8	28%	7	-4%	1%	-5%
Cc1nn(-c2ccccc2)c(N)c1N=Nc1cccc(S(=O)(=O)N2CCOCC2)c1	?	?	2	4	4.1µM*	-56*	?	?	?
CCCNC(=O)C(Cc1ccccc1)NS(=O)(=O)c1ccc2c(c1)CCC(=O)N2 (stereo not given)	-4%	2%	2	-2	?	0	6%	23%	0%
CN(C(=O)c1ccc2c(c1)SC1=NS(=O)(=O)CCN12)C(c1ccccc1)c1ccccc1	/	-14%	3	-8	18%	6	-8%	23%	1%
C=CCOc1ccc(C2C(C#N)=C(N)N(Nc3ccccc3)C3=C2C(=O)CCC3)cc1OC (stereo not given)	?	0%	-1	-23	7%	14	?	?	?
O=C(NCc1n[nH]c(=S)n1-c1ccc(Br)cc1)c1ccc(S(=O)(=O)N2CCCCC2)cc1	-16%	11%	3	-11	12%	15	-4%	-6%	2%
COC(=O)c1ccc(NC(=O)CSc2ccc(-c3ccccn3)nn2)cc1	-10%	-14%	-5	-3	?	i	2%	19%	-13%
O=C(Cn1c(NCCO)nc2ccccc21)NCC(F)(F)F	-2%	-1%	6	3	-12%	8	8%	-35%	14%
CC(=O)c1ccc(OCCCC(=O)N(CCC2=CCCCC2)c2c(N)n(Cc3ccccc3)c(=O)[nH]c2=O)cc1	-3%	12%	-2	7	3%	-4	1%	?	4%
CCC1(C)Cc2ccccc2-c2nc(NN)[nH]c(=O)c21 (stereo not given)	-13%	3%	4	25	2%	25	1%	-10%	1%
Cc1cccc(N2CCN(S(=O)(=O)c3ccc4c(c3)NC(=O)C(C)S4)CC2)c1C (stereo not given)	-6%	0%	29	7	-15%	9	?	?	?
